Bioassay records (PubChem BioAssay)
PAFAH2 FP inh: inhibitors of human PAFAH2 | inhibition, % at 3.39 µM | 340,000 compounds, 0.99% hits | recombinant PAFAH2, FP-rhodamine activity probe, fluorescence polarization | Q99487;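 active means inhibition above the mean over all tested compounds plus 3 SD, cut at about 30% in these data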;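 further: inhibitors block probe labeling of enzyme so polarization drops; 0% = enzyme with DMSO and 100% = wells lacking PAFAH2 protein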
Fam108B inh: counter-screen for RBBP9 inhibitors: inhibitors of mouse Fam108B. recombinant Fam108B, FP-Rh probe fluorescence polarization. inhibition, % at 9.51 µM. 300,000 compounds, 0.33% hits. AID 1947;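 active means inhibition above the screen mean inhibition plus 3 SD, computed separately per campaign, cut at about 18% in these data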;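 further: inhibitors lower polarization as less probe binds the enzyme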
PAFAH1B3 FP inh: PAFAH1B3 (human) inhibition. recombinant PAFAH1B3, FP-rhodamine probe, fluorescence polarization. inhibition, % at 3.39 µM. 340,000 compounds, 0.28% hits. AID 492972;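 active means inhibition above the screen-wide average of all tested compounds plus 3 SD, cut at about 25% in these data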;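 further: 0% = enzyme with DMSO only and 100% = wells lacking PAFAH1B3 protein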
Target sequence (Q15102 whole entry, looked up): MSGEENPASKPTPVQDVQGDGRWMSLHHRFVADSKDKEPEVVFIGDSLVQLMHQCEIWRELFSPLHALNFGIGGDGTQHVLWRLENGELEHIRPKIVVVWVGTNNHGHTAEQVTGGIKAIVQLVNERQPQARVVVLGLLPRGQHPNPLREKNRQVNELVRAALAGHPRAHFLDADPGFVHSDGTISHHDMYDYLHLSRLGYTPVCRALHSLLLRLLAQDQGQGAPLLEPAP
LYPLA1 inh: counter-screen for PME1 inhibitors: inhibitors of human LYPLA1; recombinant LYPLA1, FP-Rh probe fluorescence polarization; O75608; 320,000 compounds, 0.16% hits; inhibition, % at 5.9 µM;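 active means inhibition above the mean of all tested compounds plus 3 SD, set per campaign, cut at about 14% in these data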;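 further: inhibitors block serine hydrolase probe labeling of LYPLA1 so polarization falls; 0% = enzyme with DMSO and 100% = wells lacking LYPLA1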
PME-1 inh: PME-1 (human) inhibition. 320,000 compounds, 0.53% hits. inhibition, % at 5.9 µM. recombinant PME-1, FP-Rh probe fluorescence polarization. AID 2130;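 active means inhibition above the campaign mean of all compounds plus 3 SD, cut at about 26% in these data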;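 further: competitive labeling of PME-1 active site by serine hydrolase directed probe; 0% = PME-1 with DMSO and 100% = wells lacking PME-1 enzyme; inhibitors block probe labeling so polarization falls and inhibition rises; many of its hits are not listed in these tables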
Target sequence (Q9Y570 whole entry, looked up): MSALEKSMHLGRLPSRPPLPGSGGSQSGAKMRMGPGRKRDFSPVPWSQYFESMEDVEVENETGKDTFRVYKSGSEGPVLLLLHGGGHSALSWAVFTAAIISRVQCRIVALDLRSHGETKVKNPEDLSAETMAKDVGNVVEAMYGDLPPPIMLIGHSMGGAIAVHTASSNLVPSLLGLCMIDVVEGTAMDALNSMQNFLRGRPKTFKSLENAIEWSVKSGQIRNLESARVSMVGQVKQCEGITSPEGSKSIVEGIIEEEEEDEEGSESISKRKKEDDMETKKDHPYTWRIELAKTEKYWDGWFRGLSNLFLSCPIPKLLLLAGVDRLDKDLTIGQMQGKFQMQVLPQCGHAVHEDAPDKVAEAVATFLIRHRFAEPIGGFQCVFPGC
PAFAH1B2 inh: blocks human PAF acetylhydrolase 1b catalytic subunit 2; recombinant PAFAH1B2, FP-rhodamine activity probe, fluorescence polarization; AID 492953; 340,000 compounds, 1.2% hits; P68402; inhibition, % at 3.39 µM;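 active means inhibition above the mean of all tested compounds plus 3 SD, cut at about 24% in these data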;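 further: 0% = enzyme with DMSO and 100% = wells lacking PAFAH1B2; many of its hits are not listed in these tables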
Target sequence (P68402 whole entry, looked up): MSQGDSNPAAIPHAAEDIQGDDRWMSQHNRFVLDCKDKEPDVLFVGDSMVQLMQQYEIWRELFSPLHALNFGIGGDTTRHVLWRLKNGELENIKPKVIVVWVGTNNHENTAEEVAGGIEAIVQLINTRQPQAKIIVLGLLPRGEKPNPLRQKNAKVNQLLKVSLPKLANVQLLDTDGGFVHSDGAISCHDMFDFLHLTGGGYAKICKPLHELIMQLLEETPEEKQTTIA
PAD4 inh: PAD4 (human) enzyme inhibition. Q9UM07. recombinant PAD4, RCA probe fluorescence polarization. inhibition, % at 6.36 µM. 330,000 compounds, 0.41% hits. AID 485272;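 active means percent inhibition above a cutoff equal to the mean of all tested compounds plus 3 SD, cut at about 15% in these data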;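 further: 0% = PAD4 with RCA probe and DMSO and 100% = probe without PAD4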
pPAFAH FP inh: inhibitors of human plasma PAF acetylhydrolase (pPAFAH) | 330,000 compounds, 1.5% hits | recombinant pPAFAH, FP-rhodamine probe fluorescence polarization | AID 463082 | Q13093 | inhibition, % at 3.39 µM;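 active means inhibition above the mean inhibition across the screen plus 3 SD, cut at about 25% in these data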;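 further: inhibitors block binding of the rhodamine activity-based probe so polarization drops; 0% = enzyme with DMSO and 100% = wells lacking pPAFAH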
GSTO1 counter: blocks human GSTO1 in RBBP9 counter-screen | P78417 | inhibition, % at 5.96 µM | recombinant GSTO1, activity-based probe fluorescence polarization | 300,000 compounds, 1.1% hits;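 active means inhibition above the campaign mean inhibition plus 3 SD, cut at about 35% in these data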;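 further: 0% = GSTO1-1 with DMSO and 100% = wells lacking GSTO1-1 enzyme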
Target sequence (P78417 whole entry, looked up): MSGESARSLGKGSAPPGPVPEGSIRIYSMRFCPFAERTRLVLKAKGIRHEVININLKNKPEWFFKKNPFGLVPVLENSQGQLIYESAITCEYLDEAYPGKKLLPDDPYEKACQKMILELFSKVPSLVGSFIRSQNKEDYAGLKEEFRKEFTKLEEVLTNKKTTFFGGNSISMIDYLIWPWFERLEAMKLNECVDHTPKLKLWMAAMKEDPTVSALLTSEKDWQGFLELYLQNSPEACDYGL
Numbers without * were called inactive; · = not tested or not shown. Not all compounds are listed; the hit share may differ from the screen's.

SMILES	PAFAH1B3 FP inh	PAD4 inh	Fam108B inh	GSTO1 counter	PAFAH2 FP inh	LYPLA1 inh	PME-1 inh	pPAFAH FP inh	PAFAH1B2 inh
C=C(C)C1CC=C(C)/C(=N\NC(=O)CCc2ccccc2)C1 (centres undefined)	7	-2	1	4	0	-4	3	1	-4
CC1(/[N+]([O-])=C\c2ccccc2F)CCCCC1=O (centres undefined)	3	-1	-2	1	0	0	-2	-4	5
O=c1nc(SCc2c(F)cccc2Cl)nc(-c2ccc(Cl)cc2)[nH]1	8	-4	-9	-1	-9	0	-4	-2	-14
O=C(Nc1ccc(Cl)cc1)N[C@@H]1c2c(ccc3ccccc23)OC[C@@H]1CO	1	-4	-8	-7	-13	-17	-13	-17	-1
CCOC(=O)C(O)(NC(=O)c1cccnc1)C(F)(F)F (centres undefined)	6	-5	-2	3	3	1	5	2	9
CCCSc1ncnc2c1oc1ccccc12	3	-6	-2	2	0	0	2	4	4
O=[N+]([O-])c1ccc(CS(=O)(=O)c2ncn[nH]2)cc1	1	0	3	3	-5	-2	2	0	2
COc1ccc(NC(=O)NCc2ccccc2F)cc1OC	3	-3	2	6	3	-1	8	1	4
CCCCOC(=O)Cn1c(=N)n(CCN2CCOCC2)c2ccccc21	11	-1	2	1	-9	0	5	5	0
COC(=O)CSc1[nH]c2cc(C)ccc2c1[N+](=O)[O-]	-7	2	-3	8	4	0	4	2	2
C=CCNc1nc2c(c(=O)[nH]c(=O)n2C)n1CCCc1ccccc1	11	-4	0	2	-7	0	3	-3	1
C/C(=N\Nc1ccc2nncn2n1)c1ccc(Br)s1	3	6	-4	-5	-4	2	-4	3	5
COC(=O)c1cc(C(=O)OCC(=O)N(C)C2CCS(=O)(=O)C2)cc([N+](=O)[O-])c1 (centres undefined)	8	7	2	10	-3	2	2	4	3
Cc1nn(C)cc1-c1n[nH]c(=S)n1-c1ccc(Cl)cc1	-2	-1	6	3	-4	5	2	-3	2
Cc1ccccc1CN1CCN(C(C)C(=O)NCc2ccccc2)CC1 (centres undefined)	7	-5	4	3	-1	-1	-2	1	3
CCCCC(=O)NC(NC(=S)N1CCCCCC1)C(Cl)(Cl)Cl (centres undefined)	-4	2	1	5	2	-4	5	-3	4
N#CN1CCC(NS(=O)(=O)c2ccc(C(F)(F)F)cc2)C1 (centres undefined)	2	-3	·	·	10	0	7	4	6
CS(=O)(=O)c1[nH]nc(-c2cccc(Cl)c2)c1C#N	·	2	3	-16	·	1	-1	5	·
O=C(N[C@@H](Cc1ccc(O)cc1)C(=O)O)c1cccnc1	1	0	-5	1	5	3	-2	2	3
O=C(C1CCC(C(=O)N2CCCCC2)CC1)N1CCCCC1 (centres undefined)	3	-1	4	7	5	0	6	1	-2
CC(=O)NCCC(=O)N1CCCC(C(=O)c2ccc3c4c(cccc24)CC3)C1 (centres undefined)	3	-1	3	2	-2	-2	-3	1	7
C/C(=N\NC(=O)c1ccc(Br)cc1)c1ccccc1	-3	-7	4	-3	0	-3	-2	-1	-3
O=S(=O)(Nc1ccc(-c2cn3ccccc3n2)cc1)c1ccccc1	5	0	-2	2	1	2	-4	18	-4
O=C1C2C3CCC(CC3)C2C(=O)N1c1ccccc1 (centres undefined)	2	1	-2	-6	3	-1	1	2	3
O=C(COC(=O)c1cc[n+]([O-])cc1)Nc1ccc(Cl)cc1[N+](=O)[O-]	4	-1	1	11	1	2	1	3	1

Continued:
SMILES	PAFAH1B3 FP inh	PAD4 inh	Fam108B inh	GSTO1 counter	PAFAH2 FP inh	LYPLA1 inh	PME-1 inh	pPAFAH FP inh	PAFAH1B2 inh
C[C@@]12C(=O)N(c3ccc(Cl)cc3)C(=O)N1[C@@H]1c3ccccc3OC[C@@H]1[C@H]2c1ccccc1	10	1	·	·	0	·	·	3	4
C/C(CC(=O)Nc1ccc(Cl)cc1C(F)(F)F)=N\NC(N)=S	·	1	1	-4	·	0	5	4	·
CCCCOc1ccc(CNC(=S)N/N=C/c2ccc(OC)c(OC)c2)cc1	-5	-5	0	-7	2	-14	0	1	7
CCOc1ccccc1-n1nnnc1SCC(=O)NCc1ccco1	1	-1	-4	2	-2	4	-2	-1	-3
CCN(CC)CCCOC(=O)C(c1ccccc1)c1ccccc1	3	-1	5	2	9	-2	1	-5	1
O=C(N/N=C/c1ccc(Br)s1)c1ccco1	2	0	1	-2	5	-2	1	1	-1
Cc1cccc(OCC(=O)NCC(=O)N/N=C/c2ccc([N+](=O)[O-])cc2)c1	4	-12	3	2	3	-1	-3	2	-1
CCCc1nc2oc3c(NCC4CCCO4)ncnc3c2c2c1COC(C)(C)C2 (centres undefined)	-1	-1	1	1	5	0	4	-2	-1
O=C(NNC(=O)c1cccnc1SCc1cccc([N+](=O)[O-])c1)c1cccnc1	2	-4	7	2	1	-4	4	-3	1
CCc1sc(N2C(=O)C3C4CCC(C4=C(C)C)C3C2=O)nc1-c1ccccc1 (centres undefined)	-1	-2	-2	2	3	0	-2	4	13
O=C(CCCCn1c(=O)[nH]c2ccccc2c1=O)NCc1ccc2c(c1)OCO2	0	1	3	-8	-4	5	5	7	8
O=C(OCC(=O)N1CCCC1)c1cccs1	1	-1	-5	-4	-3	1	0	5	5
O=C(Nc1nnc(-c2cccs2)o1)c1cccc(C(F)(F)F)c1	11	-1	-2	-49	0	2	6	2	6
Cc1ccc(S(=O)(=O)N2CCN(C(C(=O)Nc3ccc(F)cc3)c3ccccc3)CC2)cc1 (centres undefined)	-9	4	-14	-6	-10	-14	-15	2	0
COc1ccc(-n2cc(C#N)c(=O)[nH]c2=O)cc1	-1	-5	-1	-2	-3	2	-2	1	0
COc1ccccc1N1CCN(S(=O)(=O)c2cn(C)cn2)CC1	2	0	2	2	0	-2	-5	-1	1
COc1cccc(C(=O)Oc2ccc(/C=N/NC(=O)c3ccncc3)cc2OC)c1	4	-4	-4	0	-14	-15	-9	-14	2
CNC(=O)CC(C(=O)O)c1ccc(OCC(C)C)cc1 (centres undefined)	10	-4	-3	4	5	-3	4	-5	4
COc1ccc(CNC(=O)c2cc(-c3cc(C)ccc3O)n[nH]2)cc1	6	1	4	-6	-6	-2	-4	0	7
O=C(C1CCCCC1)N1CCC(n2nnc3ccccc32)CC1	5	0	-2	8	-10	0	-4	3	1
COc1ccc(CCNC(=O)c2cc(-c3ccc(Cl)c(Cl)c3)oc2C)cc1	-27	4	-11	-7	-14	-11	-26	0	-26
O=C(NCCc1ccccn1)c1ccc(NS(=O)(=O)c2ccc(F)cc2)cc1	5	1	-2	2	-2	-2	-3	0	2
CCC(CC)CN1C(Nc2ccccc2)=NC[C@@H]1CC(C)C	-3	5	1	-6	4	1	2	4	-4
COc1ccc(C(=O)N2CCn3c(C)ccc3C2C)cc1 (centres undefined)	3	-5	-3	-1	-9	2	0	0	2
CSCC(=O)N1CCC(n2nccc2NC(=O)c2ccc3c(c2)OCO3)CC1	7	-6	0	-4	14	5	-1	4	4

Next entries follow.
SMILES	PAFAH1B3 FP inh	PAD4 inh	Fam108B inh	GSTO1 counter	PAFAH2 FP inh	LYPLA1 inh	PME-1 inh	pPAFAH FP inh	PAFAH1B2 inh
Cc1ccc(C)c(C(=O)COC(=O)c2nn(C)c(=O)c3ccccc23)c1	13	-1	·	·	-2	-1	5	-3	3
CC(C)C[C@H](NC(=O)c1nc[nH]c1C(=O)NCCCCCNC(=O)OC(C)(C)C)C(=O)OCc1ccccc1	4	3	0	9	-4	-7	5	6	1
COc1ccccc1NC(=O)c1c([N+](=O)[O-])c(C(C)(C)C)nn1C	-3	1	3	2	5	-2	-1	31*	1
CCCCCCCN1N=C(C)C(C(=O)c2ccccc2)C1=O (centres undefined)	-3	1	3	-3	19	-5	0	7	4
Cc1[nH]c(=O)c(C#N)cc1-c1ccccc1	10	0	-4	-7	0	2	4	4	4
CCOC(=O)C1CCCN(Cc2nc(CC3CC3)no2)C1 (centres undefined)	9	0	-2	1	0	3	-5	0	6
COc1ccccc1N1CCN(/N=C/c2ccc(Cl)c([N+](=O)[O-])c2)CC1	-21	-1	-7	-13	-4	4	2	3	-1
COc1ccc(OC)c(/C=N/Nc2nc(C)cc(=O)[nH]2)c1	-1	0	-6	-10	12	-2	-1	5	5
CCc1ccc(NC(=O)CSc2nc3ccccc3c(=O)n2CCCC(=O)NCCCN2CCOCC2)cc1	6	-6	-2	-5	196*	5	-4	3	3
COc1cc(C(=O)NCCN2CCN(C(=O)c3cc(OC)c(OC)c(OC)c3)CC2)cc(OC)c1OC	8	-3	-1	6	8	-2	3	-2	0
COc1cc(-n2c(=O)c3ccccc3n(CC(=O)c3ccc(Br)cc3)c2=O)cc(OC)c1OC	6	-2	-2	-1	-6	2	-8	3	-1
CCC1Nc2ncnc(N3CCOCC3)c2N(Cc2ccc(Cl)cc2)C1=O (centres undefined)	10	-3	·	·	0	·	·	2	0
Cc1ccc(S(=O)(=O)Oc2ccc(C)cc2/C=N/N=C2\NC(=O)C(C)S2)cc1 (centres undefined)	-2	-3	-1	-4	5	0	8	10	2
O=C(O)CSc1nc2ccccc2c(=O)[nH]1	14	3	2	3	-8	1	-2	-2	0
Cc1ccc(C=NNC(=O)c2cc(-c3cccnc3)nc3ccccc23)o1	3	-3	·	·	0	·	·	0	4
CCc1ccc(NC(=O)c2c(Cl)nc(C)c(Cl)c2C)cc1	4	-1	2	1	-1	3	-2	1	1
NC(=O)CC(NC(=O)Cc1ccc(Br)cc1)c1ccc(NC2CC3CCC2C3)c([N+](=O)[O-])c1 (centres undefined)	3	-2	-3	9	6	-7	2	9	11
Cc1c(C(=O)O)cnc2c([N+](=O)[O-])cnn12	-3	-1	2	2	2	0	-6	10	-1
Cc1ccc(C(=O)Nc2ccccc2Cl)cc1	-3	-1	-1	5	-3	-2	-8	4	-2
O=C(Nc1ccc2c(c1)OCCO2)C1CCN(S(=O)(=O)c2cccc3nsnc23)CC1	3	1	-4	-4	0	-4	6	2	-4
Cc1ccccc1-n1nnnc1SC(C)C(=O)Nc1ccc(N2CCN(C)CC2)cc1 (centres undefined)	4	-2	3	5	6	1	2	-4	6
O=C(COc1ccc(S(=O)(=O)NC2CCCC2)cc1)NCC1CCCO1 (centres undefined)	2	-3	-1	-4	5	3	1	2	5
O=C(COC(=O)C1CCC1)Nc1ccc(OC(F)F)cc1	-3	-6	0	-1	16	1	2	-1	4
O=C(Nc1ncc2c(n1)-c1ccccc1CC2)c1cccs1	3	-2	1	-8	8	4	3	3	-2
CCOC(=O)N1CCC(=NNc2ncc(C(F)(F)F)cc2Cl)CC1	3	-3	-1	-1	5	-4	1	2	2

Continued.
SMILES	PAFAH1B3 FP inh	PAD4 inh	Fam108B inh	GSTO1 counter	PAFAH2 FP inh	LYPLA1 inh	PME-1 inh	pPAFAH FP inh	PAFAH1B2 inh
COc1cc(/C=C/C(=O)O)cc(S(=O)(=O)N2CCc3ccccc3C2)c1OC	-1	2	-3	8	0	-1	-2	-3	3
Oc1ccccc1N=N/C(=N/Nc1ccccc1O)c1ccccc1	9	3	11	17	5	0	5	10	4
COc1cc(OC)c(OC)cc1CNc1cc(C)ccc1OC	2	1	2	1	0	1	11	4	4
CCOC(=O)c1ccc(NC(=O)CCNC(=O)c2ccc([N+](=O)[O-])cc2)cc1	0	0	1	-3	0	3	-1	10	-5
Cc1cccc(C(=O)N2CCC(=O)N(C(COCc3cccc(Cl)c3)Cc3ccccc3)CC2)c1 (centres undefined)	0	-1	-2	-8	-2	0	14	6	6
